PTPN22 act = increases human PTPN22 phosphatase activity. recombinant LYP, DiFMUP fluorescence; 0 = plate median, 100 = signal doubled. 96,000 tested, 0.11% active. Q9Y2R2. activation, % at 2 µM;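 active = activation at 2 µM above a set limit, the mean plus 5 SD, cut at about 37% in these data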
HUVEC inhibit = inhibitors of human endothelial cell proliferation | HUVEC proliferation, CellTiter-Glo luminescence, 72 h; hits give low values | viability, % at 10 µM (by protocol) | 86,000 tested, 1.1% active | AID 648;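 active = viability at or below 30%; inactive = viability above 30%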;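 also: 100% = median luminescence of DMSO-only cell control wells on each plate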
H69AR inhibit = growth inhibitors of human H69AR lung tumor cells; H69AR lung tumor viability, ATP luminescence, 72 h; hits give low values; viability, % at 10 µM; 85,000 tested, 6% active;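 active = viability at or below 40%; inactive = viability above 40%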;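 also: multidrug resistant small cell line overexpressing MRP-1 efflux transporter; 100% = mean luminescence of untreated control wells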
sEH activator = activators of human soluble epoxide hydrolase | P34913 | purified human sEH enzymatic activity, activator screen | activation, % at 2 µM | 91,000 tested, 0.04% active | AID 717; in the data active = activation above about 37%; also: values of inactives mirror those of a sister screen read the other way
Target sequence (P34913 whole entry, looked up): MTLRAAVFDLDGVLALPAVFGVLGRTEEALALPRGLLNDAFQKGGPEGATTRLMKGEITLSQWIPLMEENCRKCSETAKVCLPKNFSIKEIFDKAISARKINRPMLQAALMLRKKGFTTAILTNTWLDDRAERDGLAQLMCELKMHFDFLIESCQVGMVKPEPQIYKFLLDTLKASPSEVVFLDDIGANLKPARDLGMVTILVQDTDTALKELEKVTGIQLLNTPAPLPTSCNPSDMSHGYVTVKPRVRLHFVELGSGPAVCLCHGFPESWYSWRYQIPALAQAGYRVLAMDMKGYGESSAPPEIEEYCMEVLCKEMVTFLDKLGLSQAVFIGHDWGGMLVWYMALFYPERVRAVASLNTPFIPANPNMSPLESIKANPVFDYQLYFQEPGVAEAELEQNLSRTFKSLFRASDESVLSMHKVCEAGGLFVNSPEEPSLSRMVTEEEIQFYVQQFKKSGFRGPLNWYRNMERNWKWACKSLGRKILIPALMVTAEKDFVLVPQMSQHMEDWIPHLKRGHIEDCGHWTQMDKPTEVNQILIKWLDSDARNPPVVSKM
S1P2 agonist = S1P2 (human) receptor agonism; 97,000 tested, 0.46% active; O95136; S1P2-expressing cell line, agonist reporter read-out; activation, % at 4.5 µM; in the data active = activation above about 16%;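 also: 0% = vehicle low control and 100% = maximal reference agonist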
Target sequence (O95136 whole entry, looked up): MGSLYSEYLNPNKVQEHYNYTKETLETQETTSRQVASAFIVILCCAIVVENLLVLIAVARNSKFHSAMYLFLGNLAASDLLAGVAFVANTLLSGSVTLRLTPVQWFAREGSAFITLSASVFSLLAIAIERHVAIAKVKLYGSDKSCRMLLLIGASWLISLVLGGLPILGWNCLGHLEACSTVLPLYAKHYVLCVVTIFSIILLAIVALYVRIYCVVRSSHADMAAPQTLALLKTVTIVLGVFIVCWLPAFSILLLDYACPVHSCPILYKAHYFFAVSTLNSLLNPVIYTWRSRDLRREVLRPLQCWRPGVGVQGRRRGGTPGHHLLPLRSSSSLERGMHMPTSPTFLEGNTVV
Fibroblast inh = blocks proliferation of human lung fibroblasts | LL 47 human lung fibroblast viability, ATP luminescence; hits give low values | viability, % at 10 µM | 85,000 tested, 1.1% active;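 active = viability at or below 50% in the single dose screen; inactive = viability above 50%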;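 also: compound exposure lasted 72 h before the ATP readout; 100% = median luminescence of untreated cell-only wells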
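Material: human lung fibroblast line LL 47, low passage; Evaluation: viability percentage against median untreated-cell control; Buffer or medium: 15% FBS in IMEM; Incubation: 72 h compound exposure at 37 °C after overnight plating; Dosing: 0.1% DMSO in all compound wells; Measured by: CellTiter-Glo luminescence.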
sEH inh = soluble epoxide hydrolase (human) inhibition; P34913; inhibition, % at 2 µM; 91,000 tested, 0.34% active; AID 707; recombinant human sEH enzymatic activity assay; in the data active = inhibition above about 80%; also: values of inactives mirror those of a sister screen read the other way; many of its hits are not listed in these tables
PostGolgi ctrl = growth of the yeast control strain, post-Golgi counter-screen. AID 738. efflux-deficient yeast background strain, growth absorbance A615, 16 h. inhibition, % at 10 µM. 98,000 tested, 5% active; in the data active = inhibition above about 30%
S1P2 antag = antagonists of human S1P2 receptor | O95136 | cell-based S1P2 antagonist assay, inhibition at 5 uM | inhibition, % at 5 µM | 97,000 tested, 0.21% active | AID 736; in the data active = inhibition above about 45%;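 also: CRE beta-lactamase reporter cells expressing human S1P2 stimulated with S1P; 0% = agonist at EC80 alone and 100% = agonist plus reference antagonist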
Numbers without * were called inactive; . = no result given.

SMILES	PTPN22 act	HUVEC inhibit	H69AR inhibit	sEH activator	S1P2 agonist	Fibroblast inh	sEH inh	PostGolgi ctrl	S1P2 antag
CCOC(=O)C1CCCN(C(=O)c2cc(Nc3ccc(OC)c(OC)c3)nc3ccccc23)C1 (configuration not stated)	-8	80	78	4	-4	93	-5	-4	7
Cc1cc(=O)n2nc(N3CCCC(C(=O)NCCc4ccccc4)C3)sc2n1 (configuration not stated)	.	107	95	.	.	99	.	0	.
O=C(CCC(=O)N1CCCC1)Nc1nnc(C(F)(F)F)s1	-1	91	91	2	-2	98	2	9	0
O=c1c2ccccc2nnn1Cc1ccccn1	-7	95	95	12	-7	86	-11	-6	19
CC(=O)N1CCN(CCN=CC2=C(O)CC(c3ccc(Cl)cc3)CC2=O)CC1 (configuration not stated)	-10	89	125	-6	-3	96	7	17	15
Cc1ccc(C2C3=C(CC(C)(C)CC3=O)Nc3onc(C)c32)cc1 (configuration not stated)	4	106	89	7	-3	105	-4	2	3
CCc1ccc(Nc2cc(C(=O)NCCCN3CCOCC3)c3ccccc3n2)cc1	-16	.	.	.	-2	.	.	8	4
CSc1nc(-c2ccco2)nn1C(=O)c1cccs1	2	98	70	-1	0	107	0	2	8
Cc1ccc(C(=O)Nc2cnc3ccccc3c2)cc1	-4	104	84	0	-5	95	3	9	4
O=C(NCc1cccnc1)c1ccc(S(=O)(=O)N2CCCCC2)cc1	-3	102	102	-4	-3	105	4	1	10
OCCNCC(O)Cn1ccc2ccccc21 (configuration not stated)	1	103	92	-14	-3	93	14	11	-7
CN(C)c1ccc(CN2CCCC(O)C2)cc1 (configuration not stated)	.	92	93	.	.	101	.	1	.
CCOC(=O)N1CC=C2C(C#N)=C(N)C(C#N)(C#N)[C@H](c3cccs3)[C@H]2C1	-9	78	62	-4	-5	101	4	0	-2
COc1cccc(N2CCN(c3c(C#N)c(C(F)(F)F)nn3C)CC2)c1	5	67	73	-4	-3	96	7	51*	-11
CCOCCCNC(=O)C(c1ccc(OC)cc1)N(Cc1ccc2c(c1)OCO2)C(=O)CNC(C)=O (configuration not stated)	-3	115	91	3	-4	96	1	4	-14
COc1ccc(C2N(c3cc(Cl)ccc3OC)C(=O)C3CCCN32)c(OC)c1 (configuration not stated)	3	100	87	2	-6	98	2	2	-10
COc1ccc(C(=O)CSc2ncn[nH]2)cc1OC	3	95	84	-12	-3	107	12	24	-24
CC(C)Cc1nc(SCC(=O)NCc2ccccc2)n[nH]1	-5	100	98	18	-6	103	-14	12	4
COc1ccc(-c2ccc(=O)n(CC(=O)Nc3cccc(O)c3)n2)cc1OC	-2	99	103	-7	-5	95	8	0	-15
O=C(Sc1nnnn1C1CCCCC1)c1cccs1	-2	106	35*	0	-2	.	-2	-4	-3
O=C(OCCN1C(=O)c2ccccc2C1=O)c1cccc(OC(F)F)c1	10	106	91	.	-1	104	.	36*	-15
Cc1ccc(Nc2ccc(-n3ccnc3)nn2)cc1C	0	.	.	3	-5	.	-3	9	-10
CC(C)OC(=O)CC(=O)CSc1nc2c(cc1C#N)CCCCCC2	-10	94	93	8	-1	97	-8	11	-1
Cc1cccc(C(CC(=O)N2CCCC2)c2ccccc2)c1O (configuration not stated)	11	97	100	-5	-6	102	7	20	10
Cc1cccnc1NC(=S)NC(=O)c1cncc(Br)c1	0	.	.	-7	-4	.	7	5	22
(list continues)
SMILES	PTPN22 act	HUVEC inhibit	H69AR inhibit	sEH activator	S1P2 agonist	Fibroblast inh	sEH inh	PostGolgi ctrl	S1P2 antag
COCCn1nnnc1CN1CCOCC1	-6	102	101	1	-6	98	-3	9	5
COc1ccccc1N1CCN(C(=O)CCCC2=NS(=O)(=O)c3ccccc3N2)CC1	.	91	85	.	.	96	.	-2	.
O=C(CN1C(=O)c2ccccc2C1=O)Nc1sc2c(c1C(=O)NCC1CCCO1)CCC2 (configuration not stated)	4	.	.	3	-1	.	-4	4	2
COc1cc(-c2nc3cnccn3c2Nc2ccc3c(c2)OCCO3)ccc1O	.	92	59	.	.	98	.	3	.
COc1ccccc1-c1nc(-c2cccc(C)c2)no1	8	109	75	17	-5	94	-17	6	-13
Cc1ccc(/C(O)=C2\C(=O)C(=O)N(CC(C)O)C2c2cccc(F)c2)cc1 (configuration not stated)	.	100	95	.	.	101	.	-2	.
N#Cc1c(C(F)(F)F)cc(-c2ccco2)nc1SCc1ccncc1	2	73	73	4	-9	87	-6	49*	-3
OCCN(CC(O)Cn1ccc2ccccc21)CC(O)Cn1ccc2ccccc21 (configuration not stated)	3	89	69	12	-3	88	-12	4	42
CC1(C)CC(=O)C2=C(C1)c1c(ccc3ccccc13)NC2c1ccc(Br)o1 (configuration not stated)	-2	67	33*	-4	-2	97	4	69*	21
O=C(Cn1nc(C(F)(F)F)c2c1CCC2)N1CCN(c2ccccc2)CC1	6	104	90	13	-4	93	-9	11	17
COc1ccc(-c2nc(CS(=O)CC(=O)NCCCN3CCCC3)c(C)o2)cc1OC (configuration not stated)	0	89	87	8	-7	.	-7	8	9
COCCNC(=O)COC(=O)c1[nH]c(C)c(C(C)=O)c1C	4	96	110	4	-5	103	-1	-9	6
Clc1ccc(Nc2nc(-c3cccs3)cs2)nc1	5	58	32*	3	-8	103	0	45*	-3
CCn1cc(C(=O)NCCCOC)c(=O)c2cc(S(=O)(=O)N(C)C3CCCCC3)ccc21	-4	101	79	-7	-2	102	7	19	12
Cc1nc(SC(C)C)[nH]c(=O)c1Cc1ccccc1	-2	91	99	2	-3	.	-2	7	0
COCCN(Cc1cc2cccc(C)c2n2nnnc12)C(=O)C(F)(F)F	10	100	97	12	-2	96	-14	6	-15
Cn1c(=O)c(C(=O)Nc2ncccn2)c(O)c2ccccc21	.	88	86	.	.	93	.	44*	.
CC(C)(C)NC(=O)/C(=C/c1ccco1)c1ccccc1	6	.	.	-1	-2	.	4	3	0
CCN(CCN(C)C)C(=O)Cn1ncc2c1-c1cc(C)ccc1OC2	10	90	101	.	-3	105	.	4	0
CCOC(=O)c1cc(S(=O)(=O)NC2CCN(C(=O)OCC)CC2)cn1C	2	99	79	.	-4	98	.	8	19
Cc1ccc(O)c(Sc2cc(C)ccc2O)c1	-4	90	79	2	0	92	2	18	0
Cc1cc(-c2nnc3sc(-c4ccc(Cl)cc4Cl)nn23)n[nH]1	1	81	73	-7	-11	79	7	3	15
COCc1nnc(SCC(=O)NC(C)c2ccccc2)n1-c1ccccc1 (configuration not stated)	1	96	98	-1	1	103	2	-7	4
CCCCSCc1[nH]c(=O)[nH]c1C(=O)CCCCC(=O)OCC	-8	94	97	11	-5	103	-13	-4	-1
CC(C)CCn1c(CN2CCN(C(=O)c3ccco3)CC2)nc2c1c(=O)n(C)c(=O)n2C	6	95	62	-4	-5	98	4	4	-1

An excerpt of these results, bar-delimited.
SMILES | PTPN22 act | HUVEC inhibit | H69AR inhibit | sEH activator | S1P2 agonist | Fibroblast inh | sEH inh | PostGolgi ctrl | S1P2 antag
Cc1ccc(/C(O)=C2\C(=O)C(=O)N(CC(C)O)C2c2cccc(F)c2)cc1 (configuration not stated) | . | 100 | 95 | . | . | 101 | . | -2 | .
N#Cc1c(C(F)(F)F)cc(-c2ccco2)nc1SCc1ccncc1 | 2 | 73 | 73 | 4 | -9 | 87 | -6 | 49* | -3
OCCN(CC(O)Cn1ccc2ccccc21)CC(O)Cn1ccc2ccccc21 (configuration not stated) | 3 | 89 | 69 | 12 | -3 | 88 | -12 | 4 | 42
CC1(C)CC(=O)C2=C(C1)c1c(ccc3ccccc13)NC2c1ccc(Br)o1 (configuration not stated) | -2 | 67 | 33* | -4 | -2 | 97 | 4 | 69* | 21
O=C(Cn1nc(C(F)(F)F)c2c1CCC2)N1CCN(c2ccccc2)CC1 | 6 | 104 | 90 | 13 | -4 | 93 | -9 | 11 | 17
COc1ccc(-c2nc(CS(=O)CC(=O)NCCCN3CCCC3)c(C)o2)cc1OC (configuration not stated) | 0 | 89 | 87 | 8 | -7 | . | -7 | 8 | 9
COCCNC(=O)COC(=O)c1[nH]c(C)c(C(C)=O)c1C | 4 | 96 | 110 | 4 | -5 | 103 | -1 | -9 | 6
Clc1ccc(Nc2nc(-c3cccs3)cs2)nc1 | 5 | 58 | 32* | 3 | -8 | 103 | 0 | 45* | -3
CCn1cc(C(=O)NCCCOC)c(=O)c2cc(S(=O)(=O)N(C)C3CCCCC3)ccc21 | -4 | 101 | 79 | -7 | -2 | 102 | 7 | 19 | 12
Cc1nc(SC(C)C)[nH]c(=O)c1Cc1ccccc1 | -2 | 91 | 99 | 2 | -3 | . | -2 | 7 | 0
COCCN(Cc1cc2cccc(C)c2n2nnnc12)C(=O)C(F)(F)F | 10 | 100 | 97 | 12 | -2 | 96 | -14 | 6 | -15
Cn1c(=O)c(C(=O)Nc2ncccn2)c(O)c2ccccc21 | . | 88 | 86 | . | . | 93 | . | 44* | .
CC(C)(C)NC(=O)/C(=C/c1ccco1)c1ccccc1 | 6 | . | . | -1 | -2 | . | 4 | 3 | 0
CCN(CCN(C)C)C(=O)Cn1ncc2c1-c1cc(C)ccc1OC2 | 10 | 90 | 101 | . | -3 | 105 | . | 4 | 0
CCOC(=O)c1cc(S(=O)(=O)NC2CCN(C(=O)OCC)CC2)cn1C | 2 | 99 | 79 | . | -4 | 98 | . | 8 | 19
Cc1ccc(O)c(Sc2cc(C)ccc2O)c1 | -4 | 90 | 79 | 2 | 0 | 92 | 2 | 18 | 0
Cc1cc(-c2nnc3sc(-c4ccc(Cl)cc4Cl)nn23)n[nH]1 | 1 | 81 | 73 | -7 | -11 | 79 | 7 | 3 | 15
COCc1nnc(SCC(=O)NC(C)c2ccccc2)n1-c1ccccc1 (configuration not stated) | 1 | 96 | 98 | -1 | 1 | 103 | 2 | -7 | 4
CCCCSCc1[nH]c(=O)[nH]c1C(=O)CCCCC(=O)OCC | -8 | 94 | 97 | 11 | -5 | 103 | -13 | -4 | -1
CC(C)CCn1c(CN2CCN(C(=O)c3ccco3)CC2)nc2c1c(=O)n(C)c(=O)n2C | 6 | 95 | 62 | -4 | -5 | 98 | 4 | 4 | -1

The list continues:
SMILES	PTPN22 act	HUVEC inhibit	H69AR inhibit	sEH activator	S1P2 agonist	Fibroblast inh	sEH inh	PostGolgi ctrl	S1P2 antag
COC(=O)c1c(NC(=O)CSc2nc(-c3ccco3)cc(C(F)(F)F)n2)sc2c1CCCC2	2	64	64	10	-8	87	-14	2	16
COc1ccc(NC(=O)/C(C#N)=C/c2ccc(Br)o2)cc1	0	.	.	3	-4	.	-4	4	4
Cc1ccc(Nc2nc(-c3ccc(S(=O)(=O)N4CCCC4)cc3)cs2)cc1C	-7	.	.	15	-7	.	-13	5	14
CCOC(=O)CSc1nnc(SCCN2C(=O)c3ccccc3C2=O)s1	0	94	94	0	-6	104	-2	11	-12
O=C(O)c1ccccc1NCN1C(=O)C2CC=C(Cl)CC2C1=O (configuration not stated)	-4	89	109	.	-4	.	.	14	7
O=C(NC1CCCCC1)C(Cc1ccccc1)NS(=O)(=O)c1cccs1 (configuration not stated)	-4	98	110	-6	-4	94	7	1	-19
Cc1ccc(N2CC(C(=O)Nc3nnc(C)s3)CC2=O)cc1 (configuration not stated)	6	98	99	-11	-4	99	6	10	17
Cc1ccc(N2C(=O)c3n[nH]c(C)c3C2c2cccnc2)cc1 (configuration not stated)	-12	99	95	6	-5	88	-5	-2	4
CC1(C)Cc2cccc(OCC(=O)Nc3ccccc3N3CCOCC3)c2O1	-6	80	85	1	1	80	-2	25	-2
C/C(Cl)=C\Cn1c(Nc2ccccc2)nc2c1c(=O)n(C)c(=O)n2C	-6	102	87	6	-8	91	-8	9	-10
CN(CCCC(=O)Nc1nccs1)S(=O)(=O)c1ccc(Cl)cc1	10	104	72	-4	-11	101	8	13	-8
C=CCNC(=O)c1ccc(Cl)cc1Cl	3	95	99	6	-1	99	-8	11	-25
Cc1ccccc1NC(=O)C1(NC(=O)c2cccc(N3C(=O)CSC3c3ccccc3)c2)CCCCC1 (configuration not stated)	-4	.	.	1	-3	.	1	2	6
CCC(C)NC(=O)CSc1nc2ccccc2c(=O)n1CCCC(=O)NCC1CCCO1 (configuration not stated)	3	102	101	-9	-1	96	8	7	4
CCn1c(-c2cc(Cl)ccc2OC)n[nH]c1=S	14	97	77	13	-1	97	-16	8	-14

Screening data: PubChem BioAssay, several laboratories

Some of the compounds tested; rates above refer to the full screens.
